Compound activity from PubChem.
STK33 kinase inh = blocks human STK33 kinase activity; inhibition, % at 10 µM; 0.073% of 320,000 active; Q9BYT3; AID 2661; purified STK33, MBP phosphorylation, ADP-Glo luminescence;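 active means inhibition at or above 25%, using the most active replicate where run in duplicate; inactive means inhibition below 25%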
Target sequence (Q9BYT3 whole entry, looked up): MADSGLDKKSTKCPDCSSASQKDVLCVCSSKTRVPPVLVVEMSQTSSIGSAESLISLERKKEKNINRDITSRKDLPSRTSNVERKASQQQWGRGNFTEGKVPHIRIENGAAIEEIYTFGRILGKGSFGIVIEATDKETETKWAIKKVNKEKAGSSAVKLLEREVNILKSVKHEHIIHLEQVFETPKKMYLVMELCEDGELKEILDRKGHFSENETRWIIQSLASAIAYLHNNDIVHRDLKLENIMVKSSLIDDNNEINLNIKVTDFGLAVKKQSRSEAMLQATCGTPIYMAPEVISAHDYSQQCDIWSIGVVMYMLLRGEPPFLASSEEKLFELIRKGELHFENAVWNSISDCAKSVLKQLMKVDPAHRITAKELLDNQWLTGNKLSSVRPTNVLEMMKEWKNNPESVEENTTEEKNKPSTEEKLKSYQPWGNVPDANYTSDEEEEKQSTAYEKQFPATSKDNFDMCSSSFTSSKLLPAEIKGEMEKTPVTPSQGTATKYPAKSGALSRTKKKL
Kir21 block = inhibitors of mouse Kir2.1 inward-rectifier potassium channel; P35561; HEK293-Kir2.1, FluxOR thallium flux fluorescence; hits give low values; B-score at 10 µM; 0.85% of 310,000 active; AID 1672;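 active means fluorescence ratio B-score at or below minus 3 SD of library scores, with starting-brightness B-score within 2 SD, cut at about -4.2 in these data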;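 further: channel flux triggered by added potassium and thallium sulfate stimulus; B-score of peak minus minimum fluorescence over baseline after thallium stimulus; more negative B-score means stronger Kir2.1 block with less thallium influx; some compounds called inactive have numbers as strong as hits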
Target sequence (P35561 whole entry, looked up): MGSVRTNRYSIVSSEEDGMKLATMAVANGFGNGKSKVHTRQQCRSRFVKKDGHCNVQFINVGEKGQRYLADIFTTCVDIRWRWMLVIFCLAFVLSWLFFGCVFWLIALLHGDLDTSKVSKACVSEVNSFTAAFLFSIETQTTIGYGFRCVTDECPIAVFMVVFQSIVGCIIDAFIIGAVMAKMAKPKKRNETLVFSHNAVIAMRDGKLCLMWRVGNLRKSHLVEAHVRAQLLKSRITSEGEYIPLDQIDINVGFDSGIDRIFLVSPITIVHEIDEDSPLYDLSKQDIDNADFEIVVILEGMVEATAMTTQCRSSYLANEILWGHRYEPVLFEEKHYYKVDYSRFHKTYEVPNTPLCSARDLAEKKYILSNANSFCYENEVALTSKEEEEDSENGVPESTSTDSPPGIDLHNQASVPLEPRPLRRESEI
* marks the source's active call; other numbers are inactive results; / = no result given.

Each structure is followed by: STK33 kinase inh | Kir21 block
O=C(Nc1ccncc1)C1CCN(S(=O)(=O)c2ccccc2)CC1
→ -1.0 | -1
COc1ccc(Cl)cc1C(=O)NCC(c1ccco1)N1CCCC1 (stereo not given)
→ -0.2 | -1.2
O=C(NCc1ccccc1)c1ccc(Cl)cc1[N+](=O)[O-]
→ -1.1 | -2.4
CC1(C)CC(=O)C(C(=O)c2ccccc2)C(=O)C1Cl (stereo not given)
→ -1.9 | -1.6
Cc1ccc(NC(=S)N(CCCN2CCCC2)Cc2cccn2Cc2ccc(Cl)cc2)cc1Cl
→ -0.3 | 0.5
O=C(CN1CCN(S(=O)(=O)c2cc(Cl)ccc2Cl)CC1)Nc1ccc2c(c1)OCCO2
→ 3.7 | 0.27
c1cncc(-c2noc(-c3ccc4ccccc4c3)n2)c1
→ 0.3 | 0.94
COC(=O)CN1C(C)=Nc2ccc(C)cc2C1c1ccccc1 (stereo not given)
→ -0.5 | -0.9
O=S(=O)(NCCSc1ccccn1)c1ccc(Cl)cc1
→ -0.1 | -3.2
O=C(CN1CCN(Cc2cccc3ccccc23)CC1)NCCc1ccccc1
→ 0.2 | -1.3

Fetched by structure from above (three):
Each structure is followed by: STK33 kinase inh | Kir21 block
O=S(=O)(NCCSc1ccccn1)c1ccc(Cl)cc1
→ -0.1 | -3.2
O=C(CN1CCN(Cc2cccc3ccccc23)CC1)NCCc1ccccc1
→ 0.2 | -1.3
COC(=O)CN1C(C)=Nc2ccc(C)cc2C1c1ccccc1 (stereo not given)
→ -0.5 | -0.9

Further records follow:
Each structure is followed by: STK33 kinase inh | Kir21 block
CCCc1c(C(=O)Nc2cc(C)on2)cnn1-c1ccccc1
→ -2.7 | -0.72
COc1cc(C2C(C#N)=C(N)N(N(C)C)C3=C2C(=O)CC(C)(C)C3)ccc1O (stereo not given)
→ -1.4 | 2.4
CCN(CC)CCCNC(=O)c1nn(-c2ccc(OC)cc2OC)c(=O)c2ccccc12
→ 0.2 | -0.24
CC(C)OC(=O)CSc1nnc(-c2cccnc2)n1Cc1ccccc1
→ -0.2 | -0.36
COc1cc(OC)cc(-c2c(-c3cccs3)c3cc(-c4ccc5c(c4)OCCO5)ccc3n2C)c1
→ 0.5 | /
COc1ccc(-c2cn3ccc(C)cc3n2)cc1
→ 9.6 | 0.37
CNC(=O)C12CC3CC(C1)CC(c1ccc(C)cc1)(C3)C2
→ -9.6 | -0.69
COc1cc(C2N(c3cc(C)on3)C(=O)C3CCCN32)cc(OC)c1OC (stereo not given)
→ -1.0 | 0.44
O=C(NC(=S)Nc1ccc(Cl)cn1)C(c1ccccc1)c1ccccc1
→ 0.4 | 0.03
O=C(NCc1cccc(Cl)c1)C1CCCO1 (stereo not given)
→ -0.8 | -1

Compound profiles, from the list above. Order of screens: STK33 kinase inh, Kir21 block
CC1(C)CC(=O)C(C(=O)c2ccccc2)C(=O)C1Cl (stereo not given) is listed as -1.9, -1.6
CNC(=O)C12CC3CC(C1)CC(c1ccc(C)cc1)(C3)C2 is listed as -9.6, -0.69
O=S(=O)(NCCSc1ccccn1)c1ccc(Cl)cc1 is listed as -0.1, -3.2
COc1ccc(Cl)cc1C(=O)NCC(c1ccco1)N1CCCC1 (stereo not given) is listed as -0.2, -1.2

(continued)
Each structure is followed by: STK33 kinase inh | Kir21 block
O=C(C1=C(O)C(=O)N(CCCN2CCOCC2)C1c1ccncc1)c1cc2ccccc2o1 (stereo not given)
→ / | -1.3
Cc1ccc(C2(C)NC(=O)N(CC(=O)NC(C)c3ccccc3)C2=O)cc1 (stereo not given)
→ -2.2 | -0.18
C[C@H]1CCC(=O)N(CCSc2ccc(Br)cc2)CC1
→ 0.7 | /
COc1cccc(/C=C/C(=O)OCC(=O)Nc2nnc(-c3ccccc3)o2)c1
→ 0.9 | 1.2
CCN1C(=O)C(CC(=O)Nc2ccc(OC)cc2)N(CCc2ccc(OC)cc2)C1=S (stereo not given)
→ -0.8 | 0
C=CCn1c(N)cc(=O)nc1SCC(=O)Nc1ccc(C)cc1
→ -0.7 | 2.4
Cc1ccc(N2C(=O)c3ccccc3C2(O)c2ncc[nH]2)cc1 (stereo not given)
→ -1.2 | -0.76
Cn1c(C(=O)c2ccncc2)cc2ccccc21
→ -1.2 | 0.46
Cc1ccc(Nc2nnns2)cc1C
→ -1.4 | -0.16
COC(=O)c1c(NC(=O)CSc2nc3nc(C)cc(C)n3n2)sc(C)c1C
→ -0.2 | -0.37
COC(=O)c1ccc(N2C(=O)CC(N3CCN(c4ccccc4)CC3)C2=O)cc1 (stereo not given)
→ -0.9 | -0.88
CC(C)CSc1nsc(N)n1
→ 1.0 | -0.59
NC(=O)C1CC(=O)N(c2ccc(OCC(=O)Nc3ccc(F)cc3)cc2)C1 (stereo not given)
→ 0.3 | /
Cc1cc(Nc2ccccc2)nc(N)n1
→ 6.6 | -1.7
Cc1nc(Cl)cc(CS(=O)(=O)c2ccc(Cl)cc2)n1
→ -0.1 | 0.78
COc1cc(OC)c(NC(=O)/C=C/C(=O)O)cc1Cl
→ 1.0 | 2.1
O=C(Nc1nc(-c2ccco2)c(-c2ccco2)s1)c1ccco1
→ 5.9 | 0.69
O=C(/C=C/c1cccc([N+](=O)[O-])c1)NCCN1C(=O)S/C(=C\c2cccnc2)C1=O
→ 0.1 | 0.8
Cc1cnc(C(=O)OCC(=O)N2CCN(S(=O)(=O)c3ccc(Cl)cc3)CC2)cn1
→ -1.1 | -1.4
CCOC(=O)c1c(C)[nH]c(C(=O)OCC(=O)NC(C)(C)C)c1C
→ -2.3 | -0.94
Cc1noc(C)c1C(=O)OCC(=O)Nc1ccc(C(N)=O)cc1
→ -0.6 | 1.3
Cc1cccc(OCC(=O)Nc2nc3ccc([N+](=O)[O-])cc3s2)c1C
→ 6.5 | 0.35
COc1cccc(N2CCN(C(=O)c3cc4c(=O)n(Cc5ccccc5)ccc4nc3C)CC2)c1
→ 0.4 | -0.75
CCCC(=O)Nc1c2c(nn1-c1ccc(C)cc1C)CSC2
→ -0.6 | -2.8
O=S(=O)(Nc1ccccc1N1CCOCC1)c1ccc(Cl)s1
→ 0.3 | -2.7
COc1ccc(CC(=O)NCC2CCCN(Cc3ccc(F)c(OC)c3)C2)cc1 (stereo not given)
→ -0.8 | -1.1
CC(C)c1nc(SCC(=O)c2ccc(F)cc2)c2ccccc2n1
→ / | 2.2
CCOC(=O)[C@H]1[C@H]2COc3ccc(Cl)cc3[C@@H]2N2C(=O)CNC(=O)[C@@]12C
→ 0.7 | /
CCCCN(C)C(=O)Cn1ncc2c3ccccc3n(CCC)c2c1=O
→ -0.7 | 0.99
O=C(Nc1ccccc1N1CCCC1)C1CCN(C(=O)c2ccc(F)cc2)CC1
→ 0.8 | 0.75
COC(=O)CSc1nc2ccc(NC(=O)CSc3nnnn3Cc3ccccc3)cc2s1
→ 3.3 | 0.03
CN(CCc1ccccc1)C(=O)c1cc(COc2ccc(F)cc2Cl)on1
→ / | -0.71
CN1CCN(CC(=O)N2c3ccc(S(=O)(=O)NCCNC(=O)OC(C)(C)C)cc3C(=O)Nc3cccnc32)CC1
→ 0.0 | 1.6
Cc1cccc(N(CC(=O)NC2CCCC2)C(=O)CNC(=O)c2ccco2)c1C
→ 0.4 | -0.15
COc1ccc(/C=c2/sc3n(c2=O)NC2(c4ccccc4)N(C)C(=O)N(C)C2(c2ccccc2)N=3)cc1 (stereo not given)
→ 0.5 | -0.41
COC(=O)c1cc(NC(=O)c2nccnc2C(=O)O)cc(C(=O)OC)c1
→ -1.1 | -0.22
Cc1ccc(S(=O)(=O)Nc2cccc(-c3cn4ccsc4n3)c2)cc1
→ -0.5 | 0.06
CC(=O)Nc1cccc(NC(=O)CSc2nccn2Cc2ccc(F)cc2)c1
→ 2.1 | 0.17
c1ccc(CN2CCN(c3nc(-c4ccccn4)nc4ccccc34)CC2)cc1
→ -0.5 | -0.91
Cc1ccc(NC(=O)CSc2nnc(C3CCCCC3)n2N)cc1F
→ 0.0 | 0.15
CC(=O)c1cc(F)ccc1OCC(=O)N1CCN(c2ccc(F)cc2)CC1
→ 0.0 | 0.06
O=C1NC(=S)S/C1=C/c1ccc(Oc2cnccn2)cc1
→ 0.3 | 0.26
COc1cccc(NC(=O)C(OC(=O)c2ccc([N+](=O)[O-])o2)c2ccccc2)c1 (stereo not given)
→ -1.5 | -1.5
Cc1ccc(S(=O)(=O)Nc2ccccc2C(=O)N2CCOCC2)cc1
→ -0.5 | 0.11
COC(=O)c1cc(N=Nc2c(C)[nH]c3ccccc23)cc(C(=O)OC)c1
→ -3.9 | 3
O=C(CSCc1ccccc1Cl)Nc1ccc(C(=O)O)cc1
→ / | 1.6
O=C(O)CCCCCN1C(=O)C(O)=C(C(=O)/C=C/c2ccccc2)C1c1cccc([N+](=O)[O-])c1 (stereo not given)
→ -0.6 | 0.93
O=C(/C=C/c1ccccc1)N1CCC[C@H]1CO
→ -1.7 | -0.19
CN=C(Nc1ccc(C(=O)OC)cc1)SC1CC(=O)N(c2ccccc2F)C1=O (stereo not given)
→ -1.2 | 0.75
Cc1ccc(S(=O)(=O)N2CCN(C(=O)C3CCCO3)CC2)cc1 (stereo not given)
→ -0.2 | -1.2

Following part:
Each structure is followed by: STK33 kinase inh | Kir21 block
Cc1csc(N2CCCC2c2nc3cc(Cl)c(N4CCCCC4)cc3n2CCOCCO)n1 (stereo not given)
→ -1.3 | 0.13
Cc1ccc(OCc2cn3cccnc3n2)cc1
→ -0.1 | -1.3
COC(=O)c1ccccc1NC(=O)CSc1nccn1C
→ -0.4 | -0.33
CCc1nc2ccc(C(=O)NCc3ccccc3)cc2nc1CC
→ -0.2 | -1.5
CSCC[C@@H](C(=O)O)N1Cc2ccccc2C1=O
→ -0.1 | -0.52
CCOC(=O)COc1ccc(C)cc1-c1ccno1
→ -1.1 | 0.02
COc1ccccc1-c1csc(NC(=O)c2ccc(N3C(=O)CCC3=O)cc2)n1
→ -1.0 | -1.7
CC(C)C(NS(=O)(=O)c1ccccc1)C(=O)N1CCCC1 (stereo not given)
→ 0.6 | -0.73
CCC(C)C(=O)Nc1nc(C)c(-c2csc(Nc3ccc(Cl)cc3)n2)s1 (stereo not given)
→ -0.3 | -0.12
CCOC(=O)CN1C(=O)CN(c2ccc(C)c(C)c2)C1=O
→ -2.1 | 0.51
COc1ccc(N(CC(=O)NCCC2=CCCCC2)S(=O)(=O)c2ccccc2F)cc1
→ -1.5 | 0.64
COc1ccc(C2C3=C(CC(C)(C)CC3=O)OC(N)=C2[N+](=O)[O-])cc1 (stereo not given)
→ -0.9 | 1.1
Cc1c(-n2cc(C(=O)c3cc(Br)ccc3O)cc(C#N)c2=O)c(=O)n(-c2ccccc2)n1C
→ 1.0 | -1.1
O=C(COC(=O)CNC(=O)c1ccccc1Cl)NC1CC1
→ 0.7 | /
CC(C)(C)c1ccc(C(=O)NCCOc2ccccc2)cc1
→ -0.7 | 2.6
CCC(=O)N1CCN(CCN=CC2=C(O)CC(c3cccs3)CC2=O)CC1 (stereo not given)
→ 0.0 | 0.35
CCCN(C(=O)C(=O)Nc1ccc2nc3n(c(=O)c2c1)CCCCC3)c1ccc(OCC)cc1
→ -1.1 | 1.5
C/C(CC(=O)Nc1cccc2c1CCCC2)=N\NC(=O)COc1ccccc1
→ -1.0 | 1.4
CCCCN(C(=O)CNC(=O)c1ccco1)C(C(=O)NC1CCCCC1)c1cccnc1 (stereo not given)
→ -1.2 | -0.46
Cc1cc2c(cc1C)NC(c1nc3ccccc3[nH]1)C1=C(CC(C)(C)CC1=O)N2 (stereo not given)
→ 0.8 | 0.58
CCOc1ccc(C(C)NC(=O)c2cc(=O)[nH]c3ccccc23)cc1OCC (stereo not given)
→ -0.9 | 1.3
Cc1nc(SCc2ccc(F)cc2)c2oc3ccccc3c2n1
→ 0.3 | 0.12
CC(=O)N1c2ccccc2NC2=C(C(=O)CCC2)C1c1ccc(F)cc1 (stereo not given)
→ -1.7 | 1.5
COC(=O)c1ccc(COc2ccc(C=O)cc2)o1
→ -1.0 | 2.2
Cc1nc2ncnn2c(C)c1Cc1ccccc1Cl
→ 0.4 | -0.05
COc1ccc(C)cc1-n1c(SCC(=O)NC2CC2)nc2ccccc2c1=O
→ -0.2 | /
O=C(N=C1SC2CS(=O)(=O)CC2N1Cc1ccccc1Cl)C1CCCO1 (stereo not given)
→ -0.9 | 2.7
CSc1ccc(/C=C(\NC(=O)c2ccc(C)cc2)C(=O)Nc2cccc(C)c2)cc1
→ 0.0 | 0.27
COc1ccccc1OCC(=O)N1CCN(c2ccccc2OC)CC1
→ -1.4 | -0.37
C/C(=N\Nc1cccc(Cl)c1)C1(C)N(O)C(C)(C)C(c2ccco2)=[N+]1[O-] (stereo not given)
→ -2.1 | 1
O=C(Cn1ncc2c1-c1ccccc1OC2)N(Cc1ccco1)C1CCCCC1
→ -0.2 | 2.3
Cc1cc(F)ccc1S(=O)(=O)N1CCCCC1CCNC(=O)C(=O)NCCN1CCOCC1 (stereo not given)
→ -2.3 | 3
O=C(Nc1ccc(Cl)cc1)Nc1ccon1
→ -0.6 | 0.81
O=[N+]([O-])c1cccc(Nc2c3ccccc3nc3ccccc23)c1
→ 2.6 | 1.3
Cc1ccc(C(=O)CCS(=O)(=O)c2ccc(F)cc2)cc1
→ -0.3 | -0.81
CCC(C)COC(=O)c1ccc(C(=O)O)cc1 (stereo not given)
→ 0.9 | 0.88
COc1cc(/C=C2/NC(=O)N(CC(=O)Nc3cccc(C)c3)C2=O)ccc1OCC(N)=O
→ -1.6 | 0.04
CCCCn1c(N)c(N(CCOC)C(=O)c2ccc(C)c(S(=O)(=O)N3CCCCC3)c2)c(=O)[nH]c1=O
→ -1.3 | 0.45
COc1ccc(C(=O)N2CCN(CC(=O)N3CCOCC3)CC2)cc1
→ -1.1 | 1.3
CC1N(C)c2cccc3cccc(c23)N1C
→ 2.7 | -0.42
C/C(=N\NC(=O)c1cc(C(C)C)[nH]n1)c1ccncc1
→ -0.1 | 0.13
Cc1c(Cl)c(C(=O)NNC(=S)NCc2ccco2)nn1C
→ -0.3 | 0.33

Outcome played no part in choosing rows; any-hit rate near 0.84%.
